# From PubChem
# MPTP inh: mitochondrial permeability transition pore inhibitors, primary screen, biochemical, isolated mouse mitochondria, absorbance | Ca2+ swelling absorbance, 30 min | inhibition, % at 10 µM | 360,000 tested, 1.4% active | AID 602449, 2012;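 active = inhibition of 50% or more, scaled per plate between neutral and stimulator controls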;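 also: 0% = DMSO wells given calcium and 100% = 1 mM EGTA wells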
# A3A deaminase: APOBEC3A ssDNA deaminase inhibitors, primary screen, selectivity assay for APOBEC3G inhibitor project, biochemical, FAM/TAMRA oligo cleavage fluorescence | DNA dC->dU-editing enzyme APOBEC-3A (Homo sapiens), P31941 | recombinant A3A, FAM/TAMRA ssDNA deamination fluorescence | inhibition, % at 20 µM | 330,000 tested, 0.41% active | AID 493011, 2011;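 active = at least 40% inhibition at 20 µM here, with at most 30% in a related deaminase screen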;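 also: plate controls were A3A with DMSO for no effect and wells lacking A3A enzyme for full effect; some results filed as inactive read as strong as hits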
# Target sequence (P31941 whole entry, looked up): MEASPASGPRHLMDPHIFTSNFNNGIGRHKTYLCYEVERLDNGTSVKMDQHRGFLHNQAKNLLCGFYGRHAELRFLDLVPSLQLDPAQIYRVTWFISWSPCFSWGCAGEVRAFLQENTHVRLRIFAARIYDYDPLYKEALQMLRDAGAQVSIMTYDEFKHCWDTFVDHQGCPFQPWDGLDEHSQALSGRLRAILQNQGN
# ATG4B inh: ATG4B protease inhibitors, primary screen, biochemical, fluorescence, uHTS. Cysteine protease ATG4B (Homo sapiens), Q9Y4P1. ATG4B cleavage of LC3-PLA2, NBD-HPC fluorescence, 1 h. inhibition, % at 8.33 µM. 340,000 tested, 0.51% active. AID 504462, 2011; in the data active = inhibition above about 40%
# Target sequence (Q9Y4P1 whole entry, looked up): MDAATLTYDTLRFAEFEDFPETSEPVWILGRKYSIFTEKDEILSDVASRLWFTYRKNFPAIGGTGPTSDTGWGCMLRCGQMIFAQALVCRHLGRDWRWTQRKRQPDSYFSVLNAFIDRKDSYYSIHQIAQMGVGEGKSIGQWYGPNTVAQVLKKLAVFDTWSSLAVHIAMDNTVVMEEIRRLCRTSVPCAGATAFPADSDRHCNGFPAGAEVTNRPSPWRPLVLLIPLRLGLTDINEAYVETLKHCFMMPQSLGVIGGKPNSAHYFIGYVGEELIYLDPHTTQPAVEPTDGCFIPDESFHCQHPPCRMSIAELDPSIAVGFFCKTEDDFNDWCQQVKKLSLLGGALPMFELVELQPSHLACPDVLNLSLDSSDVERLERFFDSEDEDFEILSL
# mIAP activ: activators of mouse IAP, primary screen, biochemical, luminescence, uHTS; intestinal alkaline phosphatase [Mus musculus]; muIAP, CDP-Star luminescence, 30 min; stronger effect = higher value; 1 = vehicle-only enzyme signal, 0 = enzyme-free wells; activation factor at 10 µM; 330,000 tested, 0.24% active;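 active = activation factor of at least 2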; also: the source names both 10 and 20 µM as test concentration; values of inactives mirror those of a sister screen read the other way
#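 System: mouse IAP enzyme. Reagent: CDP-Star chemiluminescent phosphatase substrate. Benchmarks: DMSO wells, no-enzyme wells. Times: 30 min enzyme-substrate-compound incubation at room temperature. Detection: luminescence from enzymatic CDP-Star hydrolysis. Doses: test compounds delivered from DMSO solution.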
# hIAP inh: human IAP inhibitors, primary screen, biochemical, luminescence, uHTS. Intestinal-type alkaline phosphatase (Homo sapiens), P09923. purified IAP, CDP-Star luminescence, 30 min. inhibition, % at 10 µM. 330,000 tested, 0.12% active;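 active = inhibition reaching a set limit with compound at 10 µM in the primary screen, cut at about 35% in these data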;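 also: plate controls were DMSO wells with enzyme for no effect and no-enzyme buffer wells for full effect; values of inactives mirror those of a sister screen read the other way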
# MIN6 prolif: inducers of MIN6 beta-cell proliferation, primary screen, ATP luminescence, uHTS | MIN6 cells proliferation, ATPlite luminescence, 48 h; cells starved in 0.2% serum; 100% = growth in 10% serum | proliferation, % at 10 µM | 330,000 tested, 0.29% active;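 active = compounds whose signal lies at least 3.5 SD above the mean of all wells on their plate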;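 also: 0% = DMSO-treated cells in low-serum medium and 100% = 10% serum control; some compounds called inactive have numbers as strong as hits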
# APOBEC3G inh: APOBEC3G DNA deaminase inhibitors, primary screen, biochemical, fluorescence, single-stranded DNA substrate, uHTS. DNA dC->dU-editing enzyme APOBEC-3G (Homo sapiens), Q9HC16. recombinant A3G, ssDNA deamination FAM/TAMRA fluorescence. inhibition, % at 20 µM. 330,000 tested, 0.28% active. AID 493012, 2011;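 active = inhibition of at least 40% at 20 µM, with no more than 30% in the related APOBEC3A deaminase screen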;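 also: plate controls were DMSO wells with A3G for no effect and wells lacking A3G enzyme for full effect; some compounds called inactive have numbers as strong as hits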
# Target sequence (Q9HC16 whole entry, looked up): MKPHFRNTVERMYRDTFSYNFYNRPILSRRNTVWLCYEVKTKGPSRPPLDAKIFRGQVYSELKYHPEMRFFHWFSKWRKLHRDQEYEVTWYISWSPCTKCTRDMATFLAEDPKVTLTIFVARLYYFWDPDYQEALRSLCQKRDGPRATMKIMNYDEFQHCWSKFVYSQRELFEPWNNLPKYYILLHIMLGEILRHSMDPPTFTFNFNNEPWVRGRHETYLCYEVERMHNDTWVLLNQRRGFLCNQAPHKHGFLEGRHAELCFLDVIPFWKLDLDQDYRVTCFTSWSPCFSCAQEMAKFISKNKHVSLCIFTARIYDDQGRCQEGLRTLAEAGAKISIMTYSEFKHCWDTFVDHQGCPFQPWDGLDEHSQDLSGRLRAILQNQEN
# mIAP block: inhibitors of mouse IAP, primary screen, biochemical, luminescence, uHTS. purified mouse IAP, CDP-Star luminescence, 30 min. 330,000 tested, 0.2% active. inhibition, % at 10 µM. intestinal alkaline phosphatase [Mus musculus]. AID 2806, 2010;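 active = inhibition of at least 40% at 10 µM in the primary screen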;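 also: plate controls were DMSO with enzyme for no effect and no enzyme wells for full effect; values of inactives mirror those of a sister screen read the other way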
# hIAP activ: human IAP activators, primary screen, biochemical, luminescence, uHTS. Intestinal-type alkaline phosphatase (Homo sapiens), P09923. purified human IAP, CDP-Star luminescence, 30 min; stronger effect = higher value; 1 = vehicle-only enzyme, 0 = enzyme-free background. activation factor at 10 µM. 330,000 tested, 0.16% active;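 active = activation factor of the enzyme at least 2-fold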; also: the source names both 10 and 20 µM as test concentration; values of inactives mirror those of a sister screen read the other way
# Starred values were filed as active, the others as inactive; / = no result given.
structure	MPTP inh	A3A deaminase	ATG4B inh	mIAP activ	hIAP inh	MIN6 prolif	APOBEC3G inh	mIAP block	hIAP activ
COc1ccc(C2C(C(=O)c3ccco3)=C(O)C(=O)N2CC2CCCO2)c(OC)c1 (stereo not drawn)	3.2	-4	-2	0.99	-11	0	-8	1	1.1
CCOc1ccc(NC(=O)CN(C)C(=O)C2CC(=O)N(CCc3ccccc3)C2)cc1OCC (stereo not drawn)	0.0	-1	-3	0.99	-7	-1	-5	1	1.1
O=C(CSc1nnc(-c2ccc3c(c2)OCO3)o1)Nc1ncc(C(F)(F)F)cc1Cl	-11	2	-3	0.9	-4	-7	-12	10	1
COc1cc(C(=O)N2CCN(C)CC2)cc(OC)c1OC	2.2	2	-3	0.84	6	-1	-2	16	0.94
COC(=O)Nc1ccc(S(=O)(=O)N(C)C)cc1	-0.1	3	-4	1.1	5	1	-2	-7	0.95
CCCOc1ccc(C2C(C(=O)c3ccco3)=C(O)C(=O)N2CCCn2ccnc2)cc1 (stereo not drawn)	-0.2	-1	-6	0.95	19	0	-4	5	0.81
O=C(Nc1cccc(Cl)c1)c1nc[nH]c1C(=O)NCc1ccccc1	2.4	-4	-10	1.1	-54	-5	-11	-8	1.5
CCOC(=O)COc1ccc(S(=O)(=O)N2CCN(c3ccc(OC)cc3)CC2)cc1	-1.1	-1	1	1	14	0	-6	-1	0.86
COc1cc(C(=O)Nc2ccc(F)cc2Cl)ccc1OCC(=O)N1CCOCC1	-0.2	1	1	1	-10	-1	-2	-2	1.1
COc1ccc(OCc2cc(C(=O)N3CCCCCC3)no2)c(Cl)c1	0.1	1	8	0.91	-40	-4	-3	9	1.4
CC(=O)c1ccc(OCc2cc(C(=O)N(C)Cc3cc(C)no3)no2)cc1	0.5	-3	-1	1	-2	-2	-6	-3	1
O=C(c1nn(Cc2ccccc2)c(=O)c2ccccc12)N1CCN(C/C=C/c2ccccc2)CC1	-4.0	-3	49*	1.1	-15	-1	-6	-9	1.2
COc1ccc(-c2nn(-c3ccccc3)cc2C(=O)O)cc1OC	0.4	-3	-4	1.1	-7	2	-9	-6	1.1
O=C(CN1C(=O)NC(Cc2c[nH]c3ccccc23)C1=O)Nc1cccc(S(=O)(=O)N2CCCC2)c1 (stereo not drawn)	-0.5	2	-14	1.1	-7	-2	-2	-11	1.1
COc1cc(OC)cc(C(=O)NC(C(=O)O)C23CC4CC(CC(C4)C2)C3)c1 (stereo not drawn)	-2.8	0	9	1.1	-5	2	-5	-10	1.1
CC1(C)CC(=O)C/C(=N/Nc2nc3ccccc3s2)C1	0.1	1	-7	0.84	7	-7	-2	16	0.93
COc1ccc(C2=NOC(Cn3nc(-c4ccccc4)cc3C(=O)O)C2)cc1 (stereo not drawn)	0.2	-2	-8	0.98	11	-3	-11	2	0.89
COC(=O)Cn1c2ccccc2c2nc3ccccc3nc21	-0.6	-1	4	1	-6	-2	-6	-2	1.1
CCOC(=O)C1=C(C)N=C2SC(C)C(=O)N2C1c1cccc(F)c1 (stereo not drawn)	5.9	-3	-18	0.83	-4	-3	-7	16	1
O=C(Nc1ccc(-c2nc3ccccc3o2)cc1)c1cccnc1	-0.5	-2	-34	0.97	-13	-3	-6	3	1.1
Cc1ccc(OCC(=O)N2N=C(c3ccc(Cl)cc3)CC2c2ccco2)c([N+](=O)[O-])n1 (stereo not drawn)	-1.2	-1	11	0.88	5	-3	-5	12	0.95
Nc1nc(-n2cnnc2)nn1-c1ccccc1	0.3	-6	-9	0.97	-7	-3	-7	3	1.1
O=C(COc1cc(O)c2c(=O)c3ccccc3oc2c1)OCc1ccccc1	0.3	3	4	0.97	4	2	-5	3	0.96
O=C(COc1ccccc1)Nc1cc(S(=O)(=O)N2CCOCC2)ccc1N1CCCC1	-0.3	3	-10	1.1	-4	-4	-6	-7	1
Cc1ccc(CN2CC(C(=O)Nc3cc(C)ccn3)CC2=O)cc1 (stereo not drawn)	0.8	0	-3	1	-4	-2	-7	-1	1
COC(=O)N1[C@H](Cc2ccccc2)C=C[C@]1(C)C(=O)NCc1ccccn1	-1.8	3	-3	1.1	-10	-2	3	-14	1.1
COC(=O)C(CCSC)NC(=O)Cn1ncc2c(=O)oc3ccc(C)cc3c21 (stereo not drawn)	0.6	-1	-11	1	2	3	0	-5	0.98
COc1cc(/C=C(/C#N)C(=O)Nc2ccc(Cl)cc2)ccc1Oc1nc(Cl)ncc1F	36	-1	10	0.98	18	-4	-1	2	0.82
CC(C)(C)Cc1nc(-c2ccc(Cl)cc2)no1	0.5	-2	-3	0.91	-2	-3	-8	9	1
C/C(=N/NC(=O)c1ccoc1C)c1cccc(NC(=O)C(F)(F)F)c1	0.5	-2	-10	1	-3	-2	-6	-3	1

# Carrying on:
structure	MPTP inh	A3A deaminase	ATG4B inh	mIAP activ	hIAP inh	MIN6 prolif	APOBEC3G inh	mIAP block	hIAP activ
COc1ccc(OC)c(Nc2ccc(C(=O)O)cc2[N+](=O)[O-])c1	1.9	1	1	0.99	23	-2	-4	1	0.77
COc1ccc2c(CC(=O)NNC(=O)c3ccccc3F)coc2c1	-0.4	-2	4	0.85	-4	-4	-3	15	1
O=S(=O)(c1ccccc1)N1N=C(c2cccs2)CC1c1ccc(F)cc1 (stereo not drawn)	4.8	0	-3	1	-4	0	0	-1	1
O=C(NCCN1C(=O)S/C(=C/c2ccccc2)C1=O)C1CC(=O)N(Cc2ccccc2)C1 (stereo not drawn)	0.2	-3	-6	0.85	1	-2	-6	15	0.99
CCCCOc1ccc(C(=O)NCC2(c3ccccc3)CCOCC2)cc1	2.5	-2	-1	1	-15	0	-1	-4	1.2
CCCN(CCC)C(=O)CSc1nc2ccsc2c(=O)n1NC(=O)c1ccccc1	-0.1	-3	4	1.1	-4	-2	-2	-5	1
COc1ccccc1N1CCN(C(=O)c2cc(=O)c3cc(C)ccc3o2)CC1	-1.5	-3	-8	1	-4	0	-12	-2	1
COc1cc2[nH]c(=O)n(Cc3ccc(C(=O)N4CCC(N5CCCCC5)CC4)cc3)c(=O)c2cc1OC	-2.3	0	-7	1.1	-4	0	-12	-9	1
N#Cc1c2ccc([N+](=O)[O-])cc2[n+]([O-])n1-c1ccccc1	-1.1	-4	/	0.98	16	-8	-10	2	0.83
Cc1ccccc1NS(=O)(=O)c1ccc(NC(=O)c2ccco2)cc1	7.8	0	0	1.1	-7	1	-1	-7	1.1
COc1ccc(C(=O)N/N=C/c2c(C)[nH]c(=O)[nH]c2=O)cc1	-1.0	-1	-7	0.99	-74	0	-5	1	1.7
COc1ccc(OCC(=O)NCCC2=CCCCC2)c([N+](=O)[O-])c1	3.0	-2	-8	0.86	9	0	-7	14	0.91
CC(C)CC(=O)Nc1nnc(S(=O)(=O)N2c3ccccc3CC2C)s1 (stereo not drawn)	1.2	-2	10	0.97	4	-1	-7	3	0.96
CCCc1ccc(C(=O)[C@@H]2[C@@H](C(C)=O)N3c4ccc(F)cc4C=C[C@@H]3[C@@]23C(=O)Nc2ccccc23)cc1	1.5	6	7	0.94	0	-4	0	6	1
COc1ccc(NC(=O)CSc2nc(=O)n(CCN3CCOCC3)c3c2CCCC3)c(OC)c1	-1.2	-1	1	0.96	10	-6	-8	4	0.9
Cc1nnc(N2C(=O)c3cccc4c([N+](=O)[O-])ccc(c34)C2=O)s1	3.0	-2	-1	1	-6	-5	-13	-1	1.1
O=C(OCC(=O)N1CCCC1=O)c1ccc(F)c(S(=O)(=O)N2CCOCC2)c1	-0.6	-6	9	1	-8	-1	-5	-3	1.1
CCCCC(CC)CN=C(N)NC(N)=NCCCCCCN=C(N)NC(N)=NCC(CC)CCCC (stereo not drawn)	-2.3	1	69*	1.1	-20	-8	-3	-13	1.2
O=C(NC1CCCC1)c1cc(-c2ccc(Cl)cc2Cl)on1	-0.5	0	-5	0.96	14	0	-9	4	0.86
CCN(C1CCS(=O)(=O)C1)S(=O)(=O)c1ccc(OC)c(OC)c1 (stereo not drawn)	-0.5	1	-2	1	-22	1	-9	-4	1.2
CCN(CC(=O)NCc1ccco1)S(=O)(=O)c1ccc(OC)cc1	-1.7	-1	2	1.1	-5	0	-10	-7	1.1
Cc1ccc(CNC(=O)CN2C(=O)COc3ccc(S(=O)(=O)N4CCCCC4)cc32)o1	-0.9	-5	4	1	-27	-3	-5	-3	1.3
CCOC(=O)N1CCN(CCC(=O)Nc2ccc(Br)c(C)c2)CC1	-1.7	1	-12	1.1	-2	-1	-6	-7	1
O=C(c1ccc(F)cc1)n1cc(C(=S)N2CCOCC2)c2ccccc21	-2.6	-2	1	0.9	8	1	-7	10	0.92
COc1ccc(C=C2C(=O)OC(C)(C)OC2=O)cc1OC	1.2	-3	-1	1.1	-27	0	-3	-13	1.3

# As entered above:
# `COC(=O)N1[C@H](Cc2ccccc2)C=C[C@]1(C)C(=O)NCc1ccccn1` in APOBEC3G inh reads 3
# `CCN(CC(=O)NCc1ccco1)S(=O)(=O)c1ccc(OC)cc1` in MPTP inh reads -1.7

# Nine compounds out of the list, ordered by molar mass, falling.
structure	MPTP inh	A3A deaminase	ATG4B inh	mIAP activ	hIAP inh	MIN6 prolif	APOBEC3G inh	mIAP block	hIAP activ
COc1ccc(NC(=O)CSc2nc(=O)n(CCN3CCOCC3)c3c2CCCC3)c(OC)c1	-1.2	-1	1	0.96	10	-6	-8	4	0.9
Cc1ccc(CNC(=O)CN2C(=O)COc3ccc(S(=O)(=O)N4CCCCC4)cc32)o1	-0.9	-5	4	1	-27	-3	-5	-3	1.3
CCCN(CCC)C(=O)CSc1nc2ccsc2c(=O)n1NC(=O)c1ccccc1	-0.1	-3	4	1.1	-4	-2	-2	-5	1
O=S(=O)(c1ccccc1)N1N=C(c2cccs2)CC1c1ccc(F)cc1 (stereo not drawn)	4.8	0	-3	1	-4	0	0	-1	1
Cc1ccccc1NS(=O)(=O)c1ccc(NC(=O)c2ccco2)cc1	7.8	0	0	1.1	-7	1	-1	-7	1.1
Cc1nnc(N2C(=O)c3cccc4c([N+](=O)[O-])ccc(c34)C2=O)s1	3.0	-2	-1	1	-6	-5	-13	-1	1.1
COc1ccc(OCC(=O)NCCC2=CCCCC2)c([N+](=O)[O-])c1	3.0	-2	-8	0.86	9	0	-7	14	0.91
O=C(NC1CCCC1)c1cc(-c2ccc(Cl)cc2Cl)on1	-0.5	0	-5	0.96	14	0	-9	4	0.86
COc1ccc(C=C2C(=O)OC(C)(C)OC2=O)cc1OC	1.2	-3	-1	1.1	-27	0	-3	-13	1.3
